GC-A act: GC-A (human) enzyme activation; HEK293 GC-A cells, cGMP TR-FRET, EC30 ANP; 0% at EC30 ANP, 100% saturating ANP; activation, % at 10 µM; AID 1671463; hit rate 0.14% among 370,000; P16066; in the data active = activation above about 40%
mABHD4 FP: ABHD4 (mouse) inhibition, primary FP screen. inhibition, % at 8.92 µM. purified mABHD4, FP-Rh probe fluorescence polarization. hit rate 0.54% among 370,000. AID 720543. Q8VD66;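 active = inhibition exceeding the mean over every tested compound plus 3 SD, cut at about 30% in these data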;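 also: 0% = plate median of compound wells and 100% = S159A mutant with DMSO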
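Doses – 8.92 µM, single dose · Material – wild-type mouse ABHD4 protein · Replication – single well per compound (singlicate) · Measure – percent inhibition of probe binding, normalized to plate controls · Schedule – 45 min compound pre-incubation plus 60 min probe step, 25 °C · Detection – fluorescence polarization with parallel and perpendicular emission, 525/598 nm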
rCAG binder: molecules binding r(CAG) RNA repeats. r(CAG) RNA repeat, TO-PRO-1 dye displacement fluorescence. inhibition, % at 3 µM. hit rate 1.3% among 370,000;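 active = inhibition above the plate cutoff, the mean of all test compounds on that plate plus 3 SD, cut at about 35% in these data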;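 also: 0% = DMSO alone and 100% = 100 µM mitoxantrone as full dye displacement; higher means more dye released from RNA so lower well fluorescence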
NR1D1 modulator: Rev-erb alpha (human) modulation; P20393; Rev-erbα–FITC-DNA binding, fluorescence polarization, 90 min; hit rate 0.79% among 370,000; activity, % at 10 µM;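 active = activity above about 14%, limit read from the data; passing the limit was not always enough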;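 also: 0% = DMSO wells with 35 nM protein and 100% = DMSO wells with 750 nM protein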
SMARCA2 activ: SMARCA2 function activation, primary screen | hit rate 1% among 370,000 | AID 652017 | activation, % at 9.1 µM | MG213 cells, MMTV-luciferase reporter, dexamethasone, overnight; in the data active = activation above about 7.8%;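 also: 0% = vehicle wells and 100% = reference activator wells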
ARFGAP1 inh: rat ARFGAP1 inhibition; Q62848; Arfgap1-stimulated ARF1 GTP hydrolysis, GDP FP detection; inhibition, % at 16.5 µM; hit rate 0.26% among 360,000; AID 651572;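 active = inhibition above a per-plate limit, mean inhibition of low control wells plus 3 SD, cut at about 25% in these data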;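 also: 0% = DMSO wells with enzyme and 100% = wells lacking Arfgap1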
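System: truncated rat Arfgap1 GAP domain / Medium: HEPES-based buffer, pH 7.5 / Also added: N-terminally truncated human ARF1-GTP substrate / Incubation: enzyme reaction 120 min at 25 °C after 20 min preincubation / Measured by: FP of antibody-bound GDP Alexa 633 tracer, ex 620/em 688 nm / Replicates: singlicate, each compound tested once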
HTRA1 inh: inhibitors of human serine peptidase HTRA1 | recombinant HTRA1, FP-rhodamine activity-based probe, fluorescence polarization | inhibition, % at 5.96 µM | hit rate 0.5% among 340,000; in the data active = inhibition above about 36%;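 also: 0% = enzyme with DMSO and 100% = wells lacking enzyme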
PG9 Ab binder: binds the HIV-1 gp120 antibody PG9; TR-FRET gp120-PG9 antibody binding; inhibition, % at 6.7 µM; hit rate 0.43% among 360,000; in the data active = inhibition above about 8.5%
ASAP1 GAP inh: inhibitors of human ASAP1 ArfGAP activity | Q9ULH1 | ASAP1-stimulated ARF1 GTP hydrolysis, GDP FP detection | inhibition, % at 16.5 µM | hit rate 0.19% among 360,000 | AID 624377; in the data active = inhibition above about 25%;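 also: 0% = vehicle with enzyme and substrate and 100% = no enzyme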
GC-B act: GC-B (human) receptor activation. HEK293-GC-B cells, CNP EC30, cGMP TR-FRET; 0% at EC30 CNP, 100% saturating CNP. hit rate 0.11% among 370,000. activation, % at 10 µM. AID 1920062;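 active = activation at 10 µM reaching about 35% in either raw or pattern-adjusted values, limit read from the data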
Target sequence (P20594 whole entry, looked up): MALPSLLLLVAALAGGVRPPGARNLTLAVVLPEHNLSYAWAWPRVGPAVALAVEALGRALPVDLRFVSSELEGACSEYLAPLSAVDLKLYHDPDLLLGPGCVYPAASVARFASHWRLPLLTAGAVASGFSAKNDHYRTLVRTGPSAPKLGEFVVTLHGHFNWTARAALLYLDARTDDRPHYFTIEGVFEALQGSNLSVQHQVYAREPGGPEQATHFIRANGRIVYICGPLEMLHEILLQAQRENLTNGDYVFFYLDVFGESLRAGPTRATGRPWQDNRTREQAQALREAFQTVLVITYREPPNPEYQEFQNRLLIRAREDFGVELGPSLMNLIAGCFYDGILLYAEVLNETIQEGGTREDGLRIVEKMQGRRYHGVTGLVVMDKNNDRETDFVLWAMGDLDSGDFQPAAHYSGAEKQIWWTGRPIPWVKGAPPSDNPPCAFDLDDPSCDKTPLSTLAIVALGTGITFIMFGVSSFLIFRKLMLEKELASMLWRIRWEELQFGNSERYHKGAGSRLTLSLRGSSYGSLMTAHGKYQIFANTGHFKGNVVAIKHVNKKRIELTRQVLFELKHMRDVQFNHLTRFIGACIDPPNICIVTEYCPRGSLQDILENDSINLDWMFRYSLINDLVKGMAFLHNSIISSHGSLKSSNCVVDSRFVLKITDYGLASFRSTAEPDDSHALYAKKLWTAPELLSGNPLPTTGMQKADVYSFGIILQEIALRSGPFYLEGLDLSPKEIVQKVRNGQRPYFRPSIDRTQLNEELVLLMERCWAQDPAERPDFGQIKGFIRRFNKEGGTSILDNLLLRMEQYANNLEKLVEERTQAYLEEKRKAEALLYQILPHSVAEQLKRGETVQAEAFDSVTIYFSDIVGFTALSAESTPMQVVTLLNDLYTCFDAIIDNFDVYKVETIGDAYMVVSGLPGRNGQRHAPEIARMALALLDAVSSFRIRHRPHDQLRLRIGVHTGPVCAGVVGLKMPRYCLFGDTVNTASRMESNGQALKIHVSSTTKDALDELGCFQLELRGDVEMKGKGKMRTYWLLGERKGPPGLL
* marks the source's active call; other numbers are inactive results; · = no result given.

1: Cc1c(C(=O)O)oc2c1ccc1ccccc12
2: C/C(N)=C(/C#N)C(=O)COC(=O)c1ccc(C)c(S(=O)(=O)N2CCCCC2)c1
3: CCOC(=O)C1C(=O)CC(C)(O)C(C(=O)OCC)C1c1ccccc1 (stereo unspecified)
4: COc1ccc(-c2cn(CCC(=O)O)c(-c3ccncc3)n2)cc1
5: COc1ccc(N2C(=O)CSC23C(=O)N2c4c(cccc43)C(C)=CC2(C)C)cc1 (stereo unspecified)
6: COc1cccc2[nH]c(=O)c(-c3ccccc3)cc12

assay / compound	1	2	3	4	5	6
GC-A act	-2	-1	0	1	-31	-3
mABHD4 FP	-9	-6	6	2	-9	-3
rCAG binder	3	2	-4	0	-5	5
NR1D1 modulator	0	-5	-1	0	5	-4
SMARCA2 activ	-1	3	0	0	-3	5
ARFGAP1 inh	-2	2	-5	5	1	3
HTRA1 inh	1	-11	6	9	-19	-2
PG9 Ab binder	-0.8	0.5	0.1	-0.5	-1.7	3.2
ASAP1 GAP inh	2	15	9	2	4	-1
GC-B act	-2	4	7	-7	-20	-2

7: CCN(CC(=O)Nc1ccc(NC(C)=O)cc1)CC(=O)Nc1cccc2ccccc12
8: CC1(C)CC2CC(C)(CN2C(=O)COC(=O)c2ccccc2C(F)(F)F)C1 (stereo unspecified)
9: CCCC[C@H]1C2CC(OC(=O)NCc3ccccc3)C(C2)[C@H]2CCCCN21 (stereo partly specified)
10: CC(C)NC(=O)C1CCN(C2CCN(C(=O)c3cc4c(s3)CCCCC4)CC2)CC1
11: CCCOC(=O)c1ccc(NC(=O)/C=C/c2cccs2)cc1
12: COCCNC(=O)/C=C/c1c(Cl)cccc1Cl

assay / compound	7	8	9	10	11	12
GC-A act	3	-6	5	-3	-1	1
mABHD4 FP	1	-8	2	-2	-41	1
rCAG binder	1	-1	3	-8	1	3
NR1D1 modulator	0	3	-1	-2	-3	1
SMARCA2 activ	3	-4	-1	-3	0	-2
ARFGAP1 inh	-16	2	·	-4	13	12
HTRA1 inh	-8	-6	·	3	-87	2
PG9 Ab binder	-1.4	0.7	·	1.8	-2.0	-1.6
ASAP1 GAP inh	3	2	·	11	3	3
GC-B act	6	4	3	4	1	3

13: O=S(=O)(Nc1cccc(-c2nc3cccnc3s2)c1)c1ccc2c(c1)CCCC2
14: CC(C)(C)OC(=O)N1CCC(NC(=O)c2nc[nH]c2C(=O)NCc2ccccc2)CC1
15: O=C(CN(C(=O)c1csnn1)c1ccccc1C(F)(F)F)NC1CCCCC1
16: O=C(COC(=O)c1cc(Br)ccc1O)Nc1cccnc1Cl
17: CCCC(=O)N(Cc1cc(=O)[nH]c2ccccc12)c1ccccc1C
18: FC(F)Oc1ccccc1C1CC(c2ccc(Br)s2)Nc2ncnn21 (stereo unspecified)

assay / compound	13	14	15	16	17	18
GC-A act	0	-1	3	-4	-17	-4
mABHD4 FP	-5	-5	-6	-10	3	-4
rCAG binder	18	11	-3	-1	5	-2
NR1D1 modulator	12	-8	1	66*	6	-8
SMARCA2 activ	-1	-1	-1	-3	0	-1
ARFGAP1 inh	14	10	-8	3	13	-6
HTRA1 inh	-14	-17	2	2	-8	3
PG9 Ab binder	0.4	0.3	-0.6	38*	-1.2	0.7
ASAP1 GAP inh	6	-1	3	6	-3	11
GC-B act	-4	-6	-4	-9	-7	-9

19: Cc1ccc(C)c(Sc2ccc(NC(=O)CCN3C(=O)NC4(CCCC4)C3=O)cc2)c1
20: Cc1cnc(NC(=O)CSc2ncc(-c3ccccc3)n2Cc2ccco2)s1
21: Cc1ccc(O)c(N=NC2=C(O)CC(C)(C)CC2=O)c1
22: COCCCNC(=S)Nc1ccccc1[N+](=O)[O-]
23: CCCC(C)NC(=O)CN(Cc1ccco1)S(=O)(=O)c1ccccc1 (stereo unspecified)
24: CC1(c2nnnn2C2CCCCC2)CCCC(=O)N1CCc1ccc(O)cc1 (stereo unspecified)

assay / compound	19	20	21	22	23	24
GC-A act	-1	-5	-3	1	-1	-1
mABHD4 FP	-22	-9	-16	9	-2	2
rCAG binder	3	-10	2	0	-2	6
NR1D1 modulator	-6	7	-2	0	-1	5
SMARCA2 activ	-4	-2	2	-1	15*	-4
ARFGAP1 inh	3	3	-1	6	-10	·
HTRA1 inh	-55	-37	7	2	2	·
PG9 Ab binder	1.5	-0.8	-19	-0.2	-2.0	·
ASAP1 GAP inh	14	-1	5	10	7	·
GC-B act	1	2	-2	6	-1	5

10 compounds from above, sorted by formula weight, rising:
6: COc1cccc2[nH]c(=O)c(-c3ccccc3)cc12
21: Cc1ccc(O)c(N=NC2=C(O)CC(C)(C)CC2=O)c1
3: CCOC(=O)C1C(=O)CC(C)(O)C(C(=O)OCC)C1c1ccccc1 (stereo unspecified)
9: CCCC[C@H]1C2CC(OC(=O)NCc3ccccc3)C(C2)[C@H]2CCCCN21 (stereo partly specified)
8: CC1(C)CC2CC(C)(CN2C(=O)COC(=O)c2ccccc2C(F)(F)F)C1 (stereo unspecified)
16: O=C(COC(=O)c1cc(Br)ccc1O)Nc1cccnc1Cl
20: Cc1cnc(NC(=O)CSc2ncc(-c3ccccc3)n2Cc2ccco2)s1
15: O=C(CN(C(=O)c1csnn1)c1ccccc1C(F)(F)F)NC1CCCCC1

assay / compound	6	21	3	9	8	16	20	15
GC-A act	-3	-3	0	5	-6	-4	-5	3
mABHD4 FP	-3	-16	6	2	-8	-10	-9	-6
rCAG binder	5	2	-4	3	-1	-1	-10	-3
NR1D1 modulator	-4	-2	-1	-1	3	66*	7	1
SMARCA2 activ	5	2	0	-1	-4	-3	-2	-1
ARFGAP1 inh	3	-1	-5	·	2	3	3	-8
HTRA1 inh	-2	7	6	·	-6	2	-37	2
PG9 Ab binder	3.2	-19	0.1	·	0.7	38*	-0.8	-0.6
ASAP1 GAP inh	-1	5	9	·	2	6	-1	3
GC-B act	-2	-2	7	3	4	-9	2	-4

13: O=S(=O)(Nc1cccc(-c2nc3cccnc3s2)c1)c1ccc2c(c1)CCCC2
10: CC(C)NC(=O)C1CCN(C2CCN(C(=O)c3cc4c(s3)CCCCC4)CC2)CC1

assay / compound	13	10
GC-A act	0	-3
mABHD4 FP	-5	-2
rCAG binder	18	-8
NR1D1 modulator	12	-2
SMARCA2 activ	-1	-3
ARFGAP1 inh	14	-4
HTRA1 inh	-14	3
PG9 Ab binder	0.4	1.8
ASAP1 GAP inh	6	11
GC-B act	-4	4

The list continues.
25: COc1cc(-c2nc3ccc(C)cn3c2NCc2ccccc2)ccc1SC1CCCCC1
26: CC(C)(C)c1ccc(OCCn2nc(C(=O)O)c3ccccc3c2=O)cc1
27: O=C(Nc1ccc(Cl)cc1)Nc1nnc(CSCc2ccc(Cl)cc2)s1
28: Cc1cc(C(=O)OCC(=O)Nc2ccc(F)c(F)c2F)c(C)o1
29: Cc1ccc(S(=O)(=O)NCC(=O)Nc2ccc(C(F)(F)F)cc2)cc1
30: CCc1nc2ccc(C(=O)Nc3cc(-c4ccccc4)ccc3OC)cn2c1N(C)CCC(C)C

assay / compound	25	26	27	28	29	30
GC-A act	9	-5	17	3	-2	-4
mABHD4 FP	25	-16	-1	3	-2	16
rCAG binder	0	3	10	-1	-1	13
NR1D1 modulator	15	4	4	-1	-4	2
SMARCA2 activ	-1	2	-2	3	-3	-7
ARFGAP1 inh	5	9	0	-5	3	8
HTRA1 inh	-11	-51	-3	0	1	·
PG9 Ab binder	3.5	-1.9	-0.1	-0.4	-2.0	-0.9
ASAP1 GAP inh	-2	-19	8	-12	-4	5
GC-B act	-2	-5	8	-1	-3	5

31: COc1ccc(S(=O)(=O)N2CCC(O)(c3ccc(Cl)cc3)CC2)cc1
32: COc1ccc(OC)c2c(N3CCN(C)CC3)cc(C(F)(F)F)nc12
33: O=C(CSc1ccc2nnc(-c3ccccn3)n2n1)Nc1ccc2c(c1)OCCO2
34: O=C(CN1CCC(C(=O)c2ccc3c(c2)OCCO3)CC1)NCc1ccccc1
35: Cc1ccccc1Cn1cc(S(=O)(=O)CC(=O)Nc2nccs2)c2ccccc21
36: Cc1nn(CCc2nn[nH]n2)c2nc(C(F)(F)F)cc(C(F)(F)F)c12

assay / compound	31	32	33	34	35	36
GC-A act	-3	0	-3	-1	-10	3
mABHD4 FP	-15	4	3	-5	-33	-5
rCAG binder	-2	-2	1	-2	8	6
NR1D1 modulator	-2	-5	-1	4	2	4
SMARCA2 activ	-4	0	-3	0	-2	2
ARFGAP1 inh	10	14	-2	3	1	3
HTRA1 inh	2	-2	1	-2	-36	1
PG9 Ab binder	1.3	-1.2	0.4	-1.6	-0.1	0.7
ASAP1 GAP inh	-6	5	-2	-13	14	-4
GC-B act	0	5	-3	-9	-1	8

37: CCN(c1ccccc1)S(=O)(=O)c1cc(C(=O)Nc2ccc(Br)cc2)ccc1F
38: O=S(=O)(NCc1cccnc1)c1cc(Cl)ccc1Cl
39: O=C(O)c1ccc(OC(F)(F)C(F)C(F)(F)F)cc1 (stereo unspecified)
40: COc1ccccc1C(=O)CSc1n[nH]c(N)n1
41: COc1ccc(S(=O)(=O)N2CCC(C(=O)N[C@@H](C)C(=O)NCc3ccccn3)CC2)cc1
42: CCOC(=O)c1c(NC(=O)CN2C(=O)NC3(CCC(C)CC3)C2=O)sc(C(=O)N(C)C)c1C (stereo unspecified)

assay / compound	37	38	39	40	41	42
GC-A act	4	-2	-3	3	5	2
mABHD4 FP	-94	·	8	-9	-5	1
rCAG binder	11	·	0	10	3	0
NR1D1 modulator	8	-3	1	-1	5	0
SMARCA2 activ	-6	·	-3	-1	-3	-1
ARFGAP1 inh	6	·	13	-13	-1	1
HTRA1 inh	-74	2	-4	5	0	-11
PG9 Ab binder	-0.3	·	-0.1	-5.1	-0.1	-0.7
ASAP1 GAP inh	-6	·	7	3	-9	-2
GC-B act	-11	-1	8	1	5	3

43: C[C@H]1/C=C/CC(=O)N[C@@H](c2ccccc2)[C@@H](C)/C=C/CC(=O)N[C@H]1c1ccccc1
44: C/C(=N\NC(=O)c1ccc2c(c1)OCO2)c1ccc(NS(C)(=O)=O)cc1
45: COc1ccc(CNc2nc3nc(C)c(Cl)c(=O)n3[nH]2)cc1OC
46: Cc1ccc(C(=O)Nc2ncccc2O)o1
47: Cn1c(=O)oc2cc(S(=O)(=O)NCCN3CCN(c4ccccc4F)CC3)ccc21
48: O=C(CNS(=O)(=O)c1ccc(F)cc1)N1CCCCCC1
49: Cc1ccc(C(=O)NCC(=O)OCC(=O)/C=C2\N(C)c3ccccc3C2(C)C)cc1C
50: c1csc(Cn2nnnc2CN2CCN(c3nc4ccccc4s3)CC2)c1
51: CC(=O)OCC12COC3c4ccccc4OC(C)(CC1C)C3C2C (stereo unspecified)

assay / compound	43	44	45	46	47	48	49	50	51
GC-A act	-2	-3	-1	-1	-1	-2	3	1	0
mABHD4 FP	-3	-5	8	2	3	-4	-15	7	3
rCAG binder	5	0	5	-1	2	5	-8	-3	-8
NR1D1 modulator	7	1	-6	-2	6	5	2	-1	1
SMARCA2 activ	0	5	-3	2	1	1	0	-8	-2
ARFGAP1 inh	·	-4	-8	2	-6	-1	8	6	5
HTRA1 inh	·	-1	6	5	0	5	-21	-10	6
PG9 Ab binder	·	-0.3	4.3	-0.2	2.2	-1.1	-1.7	0.6	0.8
ASAP1 GAP inh	·	-1	12	-1	-10	3	-5	-8	19
GC-B act	10	0	0	1	2	0	1	-5	-2

Not a hit list; about 4.4% have a hit in one of these screens.
